High-throughput results as filed in PubChem.
Vc quorum ag: quorum light induction in luxS cqsA deficient V. cholerae; activation, % at 18.7 µM; 350,000 tested, 0.16% active; V. cholerae BH1578 lux reporter, luminescence, 6 h; in the data active = activation mostly above about 9.7%, no sharp cut-off; inconclusive = no clear call, values can overlap the other calls; inactive = mostly below about 3.7%; also: not every result past the cut was called active; inactives centre near 0; reference of the scale not given here
DUSP3 inh: DUSP3 (human) phosphatase inhibition | P51452 | recombinant VHR phosphatase, pNPP absorbance | inhibition, % at 13.3 µM | 290,000 tested, 0.52% active | AID 1654; in the data active = inhibition above about 50%; also: some compounds called inactive have numbers as strong as hits
Target sequence (P51452 whole entry, looked up): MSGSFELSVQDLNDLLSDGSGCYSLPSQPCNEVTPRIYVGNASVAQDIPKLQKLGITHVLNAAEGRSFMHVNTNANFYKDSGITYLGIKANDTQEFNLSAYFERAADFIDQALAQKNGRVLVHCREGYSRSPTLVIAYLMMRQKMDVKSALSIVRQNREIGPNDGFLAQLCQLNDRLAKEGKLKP
3CLpro inhibitor: SARS-CoV 3CLpro protease inhibition | P0C6X7 | recombinant SARS-CoV 3CLpro, quenched FRET peptide cleavage | inhibition, % at 6 µM | 290,000 tested, 0.14% active | AID 1706; in the data active = inhibition above about 12%
Anthrax LF prot: inhibitors of Bacillus anthracis lethal factor protease | P15917 | multiplex microsphere protease cleavage assay, LF | inhibition, % at 10 µM | 360,000 tested, 0.12% active; in the data active = inhibition above about 30%; inconclusive = no clear call, values can overlap the other calls; also: plate controls were buffer without enzyme for full effect and enzyme alone for no effect
TcdB GH inh: TcdB glycohydrolase inhibition | inhibition, % at 9.99 µM | 350,000 tested, 0.24% active | TcdB glycohydrolase enzymatic assay, plate reader | P18177; in the data active = inhibition above about 10%
Yp Topo-I inh: blocks Yersinia pestis topoisomerase I activity | 360,000 tested, 0.064% active | activity, % at 10 µM | Y. pestis Topo-I cleavage product accumulation, plate reader; in the data active = activity above about 50%, passing the limit was not always enough; inconclusive = no clear call, values can overlap the other calls; also: inactives centre near 2
PfHsp40 yeast: restores yeast growth despite PfHsp40 toxicity; S. cerevisiae expressing PfHsp40, growth rescue, ATP luminescence; growth rescue, % at 12.5 µM; 340,000 tested, 0.68% active; AID 504582; in the data active = growth rescue above about 28%, passing the limit was not always enough; inconclusive = no clear call, values can overlap the other calls;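 also: yeast W303a lacking pdr1 and pdr3 grown in galactose medium; growth measured after three days at 30 °C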
SSB-PriA inh: inhibitors of Klebsiella pneumoniae PriA binding to SSB C-terminal tail; AlphaScreen SSBct-PriA binding, biotinylated peptide; inhibition, % at 33 µM; 430,000 tested, 0.6% active; AID 1272365; in the data active = inhibition mostly above about 37%, no sharp cut-off; inactive = mostly below about 20%;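 also: plate controls were negative control peptide for no effect and reference peptide for full effect; strong numbers were not always called active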
MazF activator: activators of E. coli MazEF toxin-antitoxin RNase; P0AE70; FAM/BHQ RNA-DNA oligo cleavage fluorescence, 5 h; 350,000 tested, 0.32% active; activation, % at 20 µM; in the data active = activation above about 50%
Target sequence (P0AE70 whole entry, looked up): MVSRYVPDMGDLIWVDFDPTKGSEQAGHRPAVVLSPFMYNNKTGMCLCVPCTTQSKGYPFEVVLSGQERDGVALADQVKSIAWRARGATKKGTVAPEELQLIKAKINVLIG
Rv3671c inh: Rv3671c (M. tuberculosis) protease inhibition. P9WHR9. inhibition, % at 5.96 µM. 320,000 tested, 0.048% active; in the data active = inhibition above about 38%;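 also: extracellular domain of Rv3671c used as enzyme; 0% = enzyme with DMSO and 100% = no enzyme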
Target sequence (P9WHR9 whole entry, looked up, the tested form may be a part): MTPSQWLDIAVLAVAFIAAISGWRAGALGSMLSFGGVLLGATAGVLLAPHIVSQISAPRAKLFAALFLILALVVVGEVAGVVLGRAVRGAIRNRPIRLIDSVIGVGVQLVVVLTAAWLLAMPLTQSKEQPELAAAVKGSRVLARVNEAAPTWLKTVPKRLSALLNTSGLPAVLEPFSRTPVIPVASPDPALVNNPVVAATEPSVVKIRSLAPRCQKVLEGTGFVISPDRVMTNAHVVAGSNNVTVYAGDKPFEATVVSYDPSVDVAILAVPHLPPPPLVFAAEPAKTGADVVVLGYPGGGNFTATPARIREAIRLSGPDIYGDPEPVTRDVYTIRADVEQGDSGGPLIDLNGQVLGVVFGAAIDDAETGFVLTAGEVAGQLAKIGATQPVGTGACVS
An asterisk follows results filed as active; i = inactive; ? = inconclusive; / = no result given. Not all compounds are listed; count on the stated rates, not on these rows.

SMILES	Vc quorum ag	DUSP3 inh	3CLpro inhibitor	Anthrax LF prot	TcdB GH inh	Yp Topo-I inh	PfHsp40 yeast	SSB-PriA inh	MazF activator	Rv3671c inh
NS(=O)(=O)c1cccc(NC(=O)COC(=O)CC2CC3CCC2C3)c1 (stereo unspecified)	i	8	3	0	-3.1	-5	1.4	-14	0	-2
CCOc1cc(NC(=S)NCC2CCCO2)c(OCC)cc1NC(=O)c1cccc(F)c1 (stereo unspecified)	i	-21	4	1	2.8	-4	0.5	20	-7	2
CCOc1ccc(N(CC(=O)Nc2ccc(OC)cc2)S(C)(=O)=O)cc1	-1.7	18	-5	-3	/	-9	-1.0	-10	9	8
CC(CC(=O)Nc1ccc(Cl)c([N+](=O)[O-])c1)c1ccccc1 (stereo unspecified)	-10	18	2	0	/	-4	15	8	1	-18
O=c1c2c(-c3ccc(Cl)cc3)csc2nc2n1CCC2	i	26	1	0	/	0	0.5	-5	6	6
Cc1c(Cl)cccc1NC(=S)NNS(=O)(=O)c1ccc([N+](=O)[O-])cc1	i	2	7	0	1.3	-5	-1.5	-10	-2	-9
CCOc1ccc(-n2c(=O)c3c(C)c(C(=O)N(C)C)sc3n(CC(=O)Nc3ccccc3F)c2=O)cc1	i	21	2	2	-2.0	-6	-0.7	3	7	5
Cc1[nH]c2ccccc2c1/C=N/NC(=O)CNC(=O)c1ccc2c(c1)OCCO2	-0.4	-4	-2	-8	2.7	1	1.3	/	-2	0
Cc1cc(C)c(OCCN2CCCC2)c(Cl)c1	i	20	-3	/	0.9	-3	-0.5	-9	9	9
Cc1ccc(-c2nsc(SCC(=O)Nc3ccc4c(c3)OCO4)n2)cc1	-0.3	3	4	-1	/	24	-0.3	-11	-13	-2
O=C(CN1CCN(c2ccc(Cl)cc2)CC1)NCc1ccccc1	-0.5	18	4	-2	/	30	0.9	0	-6	0
N#CC(Cc1cc2ccccc2n1S(=O)(=O)c1ccccc1)OCc1ccccc1 (stereo unspecified)	i	/	/	-10	-0.2	12	0.0	1	-3	/
COc1ccc(C(=O)Nc2cc(-c3ccc(C)cc3)no2)cc1	i	19	-6	3	-0.6	-4	-0.2	-7	6	/
Cc1ccc(/C=N/N=C/c2ccc(C)cc2)cc1	-0.3	3	7	1	0.7	1	-0.5	/	0	13
Cc1ccc(NC(=O)[C@@H](NC(=O)N2C[C@H]3C[C@@H](C2)c2cccc(=O)n2C3)C(C)C)cc1	-0.6	29	-1	-1	-0.2	4	0.8	/	-2	-9
C=CCn1c(O)c(N=Nc2ccccc2[N+](=O)[O-])c2ccccc21	-0.6	/	/	-5	0.6	1	/	/	8	/
Cc1cccc(N2CCN(c3cccc(C)c3)C2c2cccnc2)c1	-0.3	22	-1	-11	/	29	0.8	-4	-7	6
Cc1ccc(C(=O)OCC(=O)NC2CCCCC2)s1	10	16	-2	-1	0.2	-1	1.8	-4	-1	2
O=S(=O)(c1ccccc1)N1CC1c1ccccc1 (stereo unspecified)	-0.4	2	4	1	/	1	0.2	-11	-4	-2
O=C(CSc1nc2ccc(Nc3nc(N4CCOCC4)nc(N4CCOCC4)n3)cc2s1)NCc1ccco1	0.8	29	2	-3	1.0	11	-0.2	10	-3	-8
CC(=O)N1N=C(c2ccco2)CC1c1ccc(Cl)o1 (stereo unspecified)	i	-31	5	0	0.0	7	?	-13	6	-3
CC(C)(CC(=O)O)CC(=O)Nc1ccccc1Oc1ccccc1	-0.6	6	-2	-6	-0.1	-3	-0.2	-1	1	0
CC(C)CCNC(=O)c1ccc2c(SCC(=O)O)c3c(nc2c1)CCCC3	-0.2	-14	5	0	0.3	1	-0.9	11	-13	-7
Cc1cccc(C(=O)OCCN2CCOCC2)c1	4.4	4	-1	14	0.7	3	-0.7	-8	4	-1

In the list so far, these have a nitro group on carbon.
SMILES	Vc quorum ag	DUSP3 inh	3CLpro inhibitor	Anthrax LF prot	TcdB GH inh	Yp Topo-I inh	PfHsp40 yeast	SSB-PriA inh	MazF activator	Rv3671c inh
CC(CC(=O)Nc1ccc(Cl)c([N+](=O)[O-])c1)c1ccccc1 (stereo unspecified)	-10	18	2	0	/	-4	15	8	1	-18
Cc1c(Cl)cccc1NC(=S)NNS(=O)(=O)c1ccc([N+](=O)[O-])cc1	i	2	7	0	1.3	-5	-1.5	-10	-2	-9
C=CCn1c(O)c(N=Nc2ccccc2[N+](=O)[O-])c2ccccc21	-0.6	/	/	-5	0.6	1	/	/	8	/

(continued)
SMILES	Vc quorum ag	DUSP3 inh	3CLpro inhibitor	Anthrax LF prot	TcdB GH inh	Yp Topo-I inh	PfHsp40 yeast	SSB-PriA inh	MazF activator	Rv3671c inh
Cc1[nH]c2ccccc2c1Cc1n[nH]c(=S)o1	-0.3	23	-2	-4	-0.7	0	2.2	-8	-5	2
O=C1c2ccccc2S(=O)(=O)c2cc(C(=O)N3CCCC3)ccc21	0.8	/	/	-5	-0.2	-2	2.7	2	0	5
O=C(Cn1nnc(-c2ccc(N3CCOCC3)cc2)n1)OC1CCCCC1	i	12	2	-3	/	-11	1.1	-5	-12	2
COc1ccc(Oc2c(Cl)cnn(-c3ccccc3)c2=O)cc1	i	33	-5	-1	/	-6	-2.0	-8	1	-3
NNS(=O)(=O)c1ccc(Cc2ncc(C(F)(F)F)cc2Cl)s1	/	-2	3	-2	/	8	0.1	-4	4	-12
N#C/C(C(=O)Oc1ccccc1)=C1\C=Cc2ccccc2N1	i	7	2	3	/	8	0.6	/	50*	-6
COCCN1CCN(C(=O)c2cc(COc3cncc(Cl)c3)on2)CC1	i	6	3	6	0.1	-3	-1.8	2	-7	/
CCc1c(C)nc2cc(-c3cccc(Br)c3)[nH]n2c1=O	1.2	15	3	-5	-0.3	8	-0.6	-2	10	-2
COc1cc(/C=C(\NC(C)=O)C(=O)Nc2ccc(NC(C)=O)cc2)ccc1OC(C)=O	-1.7	-8	-5	0	/	-1	-0.9	0	-2	-1
CSc1cccc(NC(=S)N(CCCN2CCCC2)Cc2cccs2)c1	-2.1	12	-4	-2	-0.9	-4	11	1	6	1
COc1ccc(S(=O)(=O)NCc2ccc(C(=O)N(C)Cc3ccco3)cc2)cc1	i	-6	4	3	/	22	0.6	-2	0	-12
O=C(COC(=O)Cc1n[nH]c(=O)c2ccccc12)Nc1ccc(Cl)cc1F	i	9	8	3	-1.0	9	1.5	-16	11	-6
O=Cc1cn(Cc2ccccc2[N+](=O)[O-])c2ccccc12	0.0	3	3	1	-1.4	0	-0.8	-6	-4	-1
Cc1ccc(C)c(NC(=O)CN(C)C(=O)c2cccc(S(=O)(=O)N3CCN(Cc4ccccc4)CC3)c2)c1	i	10	4	-5	2.1	24	-0.3	4	6	-2
Cc1cc(C)c(S(=O)(=O)Nc2ccccn2)c(C)c1	52*	-8	5	-14	-0.2	-2	0.2	-6	1	3
Cc1ccccc1NC(=O)Cc1nnc(SCC(=O)c2ccc(Br)cc2)n1C	i	-12	-2	-3	/	10	-0.7	5	-4	-3
COc1ccc2c(CC(=O)OCC(=O)Nc3cccc(C)c3)coc2c1	i	/	/	-9	0.0	7	0.1	-10	-3	-3
CCSC1=NN2CCS(=O)(=O)N=C2S1	-0.3	-11	3	2	3.2	7	-0.8	-4	6	-12
Cc1cccc(N2CCN(Cc3cnc(Cl)s3)CC2C)c1 (stereo unspecified)	0.0	10	4	-1	-1.2	-9	-0.6	8	4	-1
CCOC(=O)c1ccc(NC(=O)c2cccc(C)c2[N+](=O)[O-])cc1	-0.3	-10	-5	0	-4.4	-5	1.9	2	8	-5
O=C(COc1ccc(S(=O)(=O)N2CCOCC2)cc1)NCCc1ccccc1	-0.1	/	/	0	1.0	9	5.0	1	3	-2
CCC(C)N1CC(=O)N2Cc3[nH]c4ccccc4c3C[C@H]2C1=O (stereo partly specified)	-0.8	18	-3	-5	1.4	-9	-1.2	6	3	-3
Cn1cnc(S(=O)(=O)N2CCCCC2c2cc(C(=O)Nc3cccc(C#N)c3)no2)c1 (stereo unspecified)	-0.4	/	/	4	1.7	-3	/	/	/	/
COc1ccc(-c2cc([C@H]3[C@@H]4C=CCC[C@@]4(C)C(=O)N3Cc3ccccc3)ccc2F)cc1OC	-0.7	11	/	7	0.2	35	2.4	16	2	-3
CC(=O)C1CCC2C3C(N4CC4)CC4=CC(=O)CCC4(C)C3CCC12C (stereo unspecified)	i	/	/	-2	0.2	3	0.1	-6	10	/
CCC(=O)Nc1c(S(=O)(=O)c2ccc(C)cc2)c2nc3ccccc3nc2n1C(C)c1ccccc1 (stereo unspecified)	0.3	8	2	1	0.2	28	0.1	-3	-2	-12
COc1ccccc1C(=O)Nc1ccccc1C(=O)NCc1ccco1	/	-13	1	-1	1.2	1	-0.7	-6	0	8
O=C(NC1CCN(Cc2ccccc2)CC1)c1ccccc1NS(=O)(=O)c1ccc(F)cc1	-0.7	/	/	-3	-0.4	-2	?	-3	0	2
CC1(C(=O)OCC(=O)Nc2nnc(-c3ccccc3)o2)CC1(Cl)Cl (stereo unspecified)	-1.9	/	/	-2	2.1	7	0.1	4	-4	10
C=CCn1c(SCc2nc3sc(C(=O)O)c(C)c3c(=O)[nH]2)nnc1-c1ccc(C(C)(C)C)cc1	-0.3	40	-1	2	-0.8	0	0.9	9	-25	1
O=C(NNc1ccccc1[N+](=O)[O-])Nc1ccc(Cl)c(Cl)c1	-0.2	8	11	0	3.9	-3	-1.0	3	27	-25
NNC(=O)CSc1nnc(-c2ccccc2)n1-c1ccccc1	-0.5	28	5	-6	-1.4	20	-0.8	-16	-11	-8
COc1cccc(-c2nn(-c3ccccc3)cc2/C=C\C(=O)c2cccs2)c1	i	13	7	3	/	-4	0.2	13	5	-70
COC(=O)c1ccc2[nH]c3cccc(/C(=C/c4ccccc4)c4ccccc4)c3c2c1	-19	20	4	-5	0.4	0	-0.2	1	7	-82
O=C(OCC(=O)C12CC3CC(CC(C3)C1)C2)c1ccc(O)cc1O	-2.1	/	/	-4	1.0	1	-1.0	3	-2	-4
COc1ccc(C(=O)Nc2nnc(Cc3ccc(OC)c(OC)c3)s2)cc1	i	1	2	-9	1.2	6	0.0	3	0	-1
COCCCNC(=O)CSc1ccsc1[N+](=O)[O-]	-0.1	-3	3	-1	0.1	-10	-0.4	8	13	-2
COC(=O)CNC(=O)c1ccccc1F	1.5	6	1	-7	0.9	-8	0.5	-13	1	3
COc1ccc(C(=O)NCC2CCCO2)cc1OC (stereo unspecified)	i	-1	1	2	2.4	5	-0.6	-2	0	-4
CC1(c2cccc(Br)c2)NC(=O)NC1=O (stereo unspecified)	-0.2	31	-4	-1	1.4	-6	-0.2	-3	1	8
CCOC(=O)C1=CN(Cc2cccc(F)c2)S(=O)(=O)N(C)C1c1ccc(C(F)(F)F)cc1 (stereo unspecified)	i	/	/	0	1.3	19	2.2	-10	4	/
Cc1cccc(NC(=S)N2CCOCC2)c1C	-0.2	2	2	-3	/	-1	-0.6	8	0	-10
CCn1c(CN2CCCCC2)nc2cc(S(=O)(=O)N3CCCCC3)ccc21	i	/	/	9	0.9	7	-0.6	-5	-10	-3
C/C(=N\NC(=O)Cc1ccccc1)c1ccc(Br)s1	-0.4	5	2	17	1.1	1	-0.6	/	2	5
Cc1cc(C(=O)CSc2nc(N)cc(N)n2)c(C)n1CCc1ccc(F)cc1	1.0	11	7	-8	/	6	0.2	23	-7	-4
CCOc1ncccc1C(=O)OCC(=O)c1c(N)n(C)c(=O)n(C)c1=O	-0.4	15	3	1	/	0	-0.1	-11	8	-8
CCOC(=O)c1ccc(N2CCOCC2)c(NC(=O)COCC(=O)O)c1	-0.4	-15	-6	5	-0.8	2	0.3	-13	7	4
Cc1ccc(C)c(N2C(=O)c3cc(N4CCOCC4)c([N+](=O)[O-])cc3C2=O)c1	-0.2	4	0	-2	0.8	3	-0.7	-10	10	-4
